Compound activity as filed in PubChem.
TAAR1 antag = human TAAR1 antagonists, primary screen, Fluo-8 calcium fluorescence, CHO RD-HGA16 cells; antagonist; inhibition, % at 3 µM; 1.5% of 360,000 active; AID 624466, 2012;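 active means inhibition above a per-plate cutoff, the mean inhibition of test compounds on that plate plus 3 SD, cut at about 49% in these data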;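 further: 0% = DMSO plus EC80 beta-PEA response and 100% = DMSO alone without agonist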
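Test system: hTAAR1-expressing CHO RD-HGA16 cells, Gα16-coupled; Probe or stimulus: EC80 β-phenethylamine stimulus; Compound dosing: single nominal final test compound concentration of 3 µM; Timing: 140 s kinetic read after compound, 140 s after agonist; Signal: Fluo-8 calcium-sensitive fluorescence; Measure: % inhibition of agonist calcium response; Controls: DMSO and EC80 PEA controls.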
TAAR1 ag = human TAAR1 agonists, primary screen, Fluo-8 calcium fluorescence, CHO RD-HGA16 cells; activation, % at 3 µM; vehicle wells 0%, saturating PEA agonist 100%; Trace amine-associated receptor 1 (Homo sapiens), Q96RJ0; 0.99% of 360,000 active; AID 624467, 2012;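 active means activation above the mean activation of all test compounds in the run plus 3 SD, cut at about 38% in these data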
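System: CHO RD-HGA16 cells carrying human TAAR1 plus Gα16; Incubation: 17-24 h seeding, 75 min 37 °C dye, 30 min RT; Measured by: Fluo-8 fluorescence, 5 s baseline then 140 s kinetic read; Control set: DMSO and PEA EC100; Replication: single well for each compound.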
CHRM1 agonist = human M1 muscarinic receptor agonists, primary screen, Fluo-8 calcium fluorescence, CHO-K1 cells, HTS; CHO-K1 hM1, agonist mode; 0% DMSO, 100% acetylcholine EC100; 0.33% of 360,000 active; activation, % at 3 µM;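 active means activation above the run's mean compound activation plus 3 SD, cut at about 16% in these data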;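 further: peak over basal fluorescence ratio within a 140 s kinetic read after compound addition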
Target sequence (P11229 whole entry, looked up): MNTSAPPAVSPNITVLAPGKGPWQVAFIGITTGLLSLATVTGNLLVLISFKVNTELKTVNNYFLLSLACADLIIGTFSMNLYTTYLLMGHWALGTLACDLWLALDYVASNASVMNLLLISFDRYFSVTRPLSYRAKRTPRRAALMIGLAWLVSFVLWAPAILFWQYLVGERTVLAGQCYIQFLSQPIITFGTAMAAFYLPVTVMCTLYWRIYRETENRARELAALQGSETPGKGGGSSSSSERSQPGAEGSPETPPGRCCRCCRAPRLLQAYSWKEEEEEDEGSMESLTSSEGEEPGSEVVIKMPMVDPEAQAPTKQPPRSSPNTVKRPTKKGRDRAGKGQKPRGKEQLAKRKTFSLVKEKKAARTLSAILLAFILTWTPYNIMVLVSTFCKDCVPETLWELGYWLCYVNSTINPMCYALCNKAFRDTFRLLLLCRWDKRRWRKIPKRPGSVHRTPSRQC
CHRM1 antagonist = human M1 muscarinic receptor antagonists, primary screen, CHO-K1 cells, Fluo-8 calcium fluorescence, 1536-well; inhibition, % at 3 µM; 1.3% of 360,000 active; CHO-K1 hM1, ACh EC80 antagonist; Muscarinic acetylcholine receptor M1 (Homo sapiens), P11229;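 active means percent inhibition above its own plate's cutoff, namely the mean of that plate's compound wells plus 3 SD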;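 further: peak over basal fluorescence ratio during 140 s after agonist addition; 0% = ACh EC80 plus DMSO and 100% = DMSO alone without agonist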
CHO-K1 Ca antag = nonselective inhibitor or artifact in parental CHO-K1 cells | inhibition, % at 3 µM | 0.6% of 360,000 active | ATP-induced calcium, Fluo-8 fluorescence;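 active means inhibition above a per-plate cutoff, the plate's mean sample inhibition plus 3 SD, cut at about 24% in these data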;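 further: 0% = DMSO plus EC80 ATP and 100% = DMSO alone without ATP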
M1 ag parental = counter-screen for M1 agonists: effect in parental CHO-K1 cells. Fluo-8 calcium fluorescence; scaled to maximal ATP response, vehicle zero. activation, % at 3 µM. 0.48% of 360,000 active. AID 602248, 2012; in the data active means activation above about 15%;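 further: untransfected CHO-K1 host cells lacking M1 receptor as counterscreen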
CHO parental Ca = ATP-evoked calcium signal inhibitors, parental CHO, primary screen, counter-screen for OX1R antagonist project, cell-based, fluorescence, Fluo-8 calcium dye. parental CHO-K1, ATP-induced calcium, Fluo-8 fluorescence. inhibition, % at 5.6 µM. 0.63% of 330,000 active;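 active means inhibition above that plate's mean sample inhibition plus 3 SD, cut at about 26% in these data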;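 further: 0% = ATP-challenged DMSO wells and 100% = DMSO wells without ATP; some compounds past the cut are filed as inactive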
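Test system: untransfected parental CHO cell line; also added: ATP stimulus; dosing: 5.6 µM, single dose; signal: calcium-sensitive Fluo-8 fluorescence; measure: percent inhibition of ATP-evoked calcium rise, normalized to controls; benchmarks: low control ATP plus DMSO, high control DMSO only; replication: one well per compound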
OXTR potentiator = human OXTR potentiators, primary screen, fluorescence, CHO-OTR cells, Fluo-8 calcium | Fluo-8 calcium fluorescence, potentiator mode; 0% = oxytocin EC15, 100% = EC100 | activation, % at 3 µM | 0.061% of 320,000 active;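 active means activation above that plate's cutoff, the mean activation of tested compounds plus 3 SD, cut at about 6.6% in these data, passing the limit was not always enough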;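 further: 100% uses oxytocin at 75 nM as the full agonist control; some results filed as inactive read as strong as hits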
Target sequence (P30559 whole entry, looked up): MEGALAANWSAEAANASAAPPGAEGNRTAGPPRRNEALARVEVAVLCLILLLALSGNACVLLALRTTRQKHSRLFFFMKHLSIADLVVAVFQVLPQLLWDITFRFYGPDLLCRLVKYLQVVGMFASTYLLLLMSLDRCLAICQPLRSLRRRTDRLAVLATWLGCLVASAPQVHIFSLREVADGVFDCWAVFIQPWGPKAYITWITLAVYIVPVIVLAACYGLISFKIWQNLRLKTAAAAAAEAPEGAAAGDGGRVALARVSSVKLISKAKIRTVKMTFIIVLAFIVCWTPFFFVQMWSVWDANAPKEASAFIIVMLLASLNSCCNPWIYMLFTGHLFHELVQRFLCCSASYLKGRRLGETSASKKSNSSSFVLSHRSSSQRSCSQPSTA
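Assay system: CHO cell line stably expressing human OTR | Also added: Oxytocin at about EC15, sub-maximal agonist stimulus | Times: Compound 6 min at room temperature before oxytocin, 100 s read | Measured by: Fluo-8 intracellular calcium fluorescence, ex 470-495, em 515-575 nm | Controls: EC15 oxytocin alone as 0%, 75 nM oxytocin as 100%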
CHO-K1 Ca PAM = nonselective calcium activators in parental CHO-K1 cells, primary screen, counter-screen for M1 PAM project, cell-based, Fluo-8 calcium fluorescence, full deck, 1536-well. 0.02% of 360,000 active. activation, % at 3 µM. ATP EC20; 0% at ATP EC20, 100% at ATP max. AID 602247, 2012;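 active means activation above the run cutoff, the mean activation of all test compounds plus 3 SD, cut at about 40% in these data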;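 further: peak over basal fluorescence ratio in a 140 s read after ATP addition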
The depositor's hits bear a star; nt = not tested or not shown.

Under each structure: TAAR1 antag, TAAR1 ag, CHRM1 agonist, CHRM1 antagonist, CHO-K1 Ca antag, M1 ag parental, CHO parental Ca, OXTR potentiator, CHO-K1 Ca PAM
- O=C(CNC(=O)c1ccccc1O)N/N=C/c1cc(Br)ccc1OC(=O)/C=C/c1ccco1
 : 45, 4, nt, nt, nt, nt, -27, -20, nt
- CCOC(=O)C1CCCN(C(=O)c2cc(C)n(C(C)(C)C)n2)CC1 (configuration not stated)
 : -13, 1, -3, -13, -16, 1.3, nt, nt, 11
- CCCCn1c(N)c(N(CCOC)C(=O)c2cc(CC)c(C)s2)c(=O)[nH]c1=O
 : -8, 0, -3, -22, -11, 0.3, 3, -12, 6
- COc1ccccc1CN(C)C(=O)c1cccc(S(=O)(=O)N2CCc3ccccc3C2)c1
 : 7, 1, -6, -6, -9, 2.9, -14, -5, 13
- CCCc1nnc(SCC(=O)Nc2ccc(OCC)cc2)n1N
 : -2, -1, -2, -23, -6, 0.5, -13, -13, 15
- CC12CCC(C(=O)NCc3ccc(F)cc3)(OC1=O)C2(C)C (configuration not stated)
 : -23, 1, -6, -12, -15, 0.8, -10, -12, 23
- O=C1C=C(NCc2ccc(Cl)cc2)CC(c2ccco2)C1 (configuration not stated)
 : -12, 0, -3, -6, -2, 0.8, -18, -9, -14
- Cc1ccc(S(=O)(=O)N2CCN(C(=O)NCc3ccc(F)cc3)CC2)c(C)c1
 : -5, 0, -2, -1, 1, 6.6, -22, -16, 2
- COCCNC(=O)C(c1ccncc1)N(C(=O)Cn1nnc2ccccc21)c1ccc(OC)cc1 (configuration not stated)
 : 19, 12, -2, 10, 0, 0.7, -16, -4, 14
- O=C(CCC1CCCN(C(=O)c2ccc3c(c2)OCCO3)C1)NCc1ccccc1F (configuration not stated)
 : -2, -1, -3, -7, -6, 0.1, -21, -15, -4
- CC1CC(C)(C)CC2(C1)NC(=O)N(CC(=O)Nc1cc([N+](=O)[O-])ccc1F)C2=O (configuration not stated)
 : -9, 11, -4, 2, -7, 0.1, -10, 0, 9
- O=C(OCc1cccc2ccccc12)c1ccc2c(=O)[nH]c(CN3CCOCC3)nc2c1
 : 0, 4, 0, -12, -13, 2.0, nt, nt, 17
- COc1ccc(CSc2nc(C)cc(=O)[nH]2)cc1Br
 : -10, 3, -3, -7, -3, 19*, -10, -6, 18
- O=S(=O)(c1ccc(Br)s1)N1CCC(Cc2ccccc2)CC1
 : -2, 8, -5, -5, -11, 0.5, -10, -4, 2
- O=C(CN1C(=O)C(=O)N(CCC2=CCCCC2)C1=O)Nc1ccc(F)cc1F
 : -1, 10, 1, -6, 1, 1.8, -9, -6, 13
- Cc1ccc(NC(=O)C2Cc3ccccc3O/C2=N\O)cc1C (configuration not stated)
 : -7, 2, -3, -1, 10, -0.1, nt, nt, 11
- Cc1ccc(S(=O)(=O)NC(=O)c2cc(C)n(-c3cc(S(=O)(=O)N4CCOCC4)ccc3N3CCCC3)c2C)cc1
 : 1, 10, -8, -10, -2, -0.2, -24, 1, 10
- CC1CC2(C)CC(C)C1(COC(=O)Nc1ccccc1)CO2 (configuration not stated)
 : 4, 4, -7, -14, -11, 1.7, -15, 0, 24
- C/C(=N\NC(=O)c1nc2ccccn2c1C)c1ccc2c(c1)OCO2
 : 3, 5, -2, -3, 11, -0.2, -6, -3, 14
- O=C(NCCNC(=O)c1ccc(-c2ccc(Cl)c(Cl)c2)o1)c1cnccn1
 : 82*, 63*, 11, 32, 2, 15, -16, -10, -4

Some of the entries so far, in markdown.
| Compound | TAAR1 antag | TAAR1 ag | CHRM1 agonist | CHRM1 antagonist | CHO-K1 Ca antag | M1 ag parental | CHO parental Ca | OXTR potentiator | CHO-K1 Ca PAM |
| --- | --- | --- | --- | --- | --- | --- | --- | --- | --- |
| O=S(=O)(c1ccc(Br)s1)N1CCC(Cc2ccccc2)CC1 | -2 | 8 | -5 | -5 | -11 | 0.5 | -10 | -4 | 2 |
| O=C(CN1C(=O)C(=O)N(CCC2=CCCCC2)C1=O)Nc1ccc(F)cc1F | -1 | 10 | 1 | -6 | 1 | 1.8 | -9 | -6 | 13 |
| Cc1ccc(NC(=O)C2Cc3ccccc3O/C2=N\O)cc1C (configuration not stated) | -7 | 2 | -3 | -1 | 10 | -0.1 | nt | nt | 11 |
| Cc1ccc(S(=O)(=O)NC(=O)c2cc(C)n(-c3cc(S(=O)(=O)N4CCOCC4)ccc3N3CCCC3)c2C)cc1 | 1 | 10 | -8 | -10 | -2 | -0.2 | -24 | 1 | 10 |
| CC1CC2(C)CC(C)C1(COC(=O)Nc1ccccc1)CO2 (configuration not stated) | 4 | 4 | -7 | -14 | -11 | 1.7 | -15 | 0 | 24 |
| C/C(=N\NC(=O)c1nc2ccccn2c1C)c1ccc2c(c1)OCO2 | 3 | 5 | -2 | -3 | 11 | -0.2 | -6 | -3 | 14 |
| O=C(NCCNC(=O)c1ccc(-c2ccc(Cl)c(Cl)c2)o1)c1cnccn1 | 82* | 63* | 11 | 32 | 2 | 15 | -16 | -10 | -4 |

(further entries)
Under each structure: TAAR1 antag, TAAR1 ag, CHRM1 agonist, CHRM1 antagonist, CHO-K1 Ca antag, M1 ag parental, CHO parental Ca, OXTR potentiator, CHO-K1 Ca PAM
- CCN=c1scc(-c2ccco2)n1/N=C/c1ccc(OC)c(O)c1
 : 4, 3, -3, 12, -12, 0.3, -9, -10, -7
- O=C(c1ccc2c(c1)OCO2)C1CCCN(Cc2cc(F)ccc2-n2cccn2)C1 (configuration not stated)
 : -21, 1, -8, -9, -13, 0.3, -2, 0, 10
- CCCc1c(C)nc2scc(-c3ccc(Cl)cc3)n2c1=O
 : -28, 1, -4, -10, -6, -0.2, nt, nt, 9
- COC(=O)COc1ccc(S(=O)(=O)Nc2ccc(C(N)=O)cc2)cc1Cl
 : -32, 3, -5, 2, -8, 0.4, -23, -2, 21
- N[C@@H](CO)c1nnc([C@H](CCC(=O)O)NC(=O)C2CCNCC2)o1
 : -1, 8, -5, -8, -21, 0.5, -3, -4, 18
- Cc1ccc(-c2noc(CSc3nnc(-c4cccs4)n3C)n2)cc1
 : -4, 8, -5, -6, -5, 0.8, -23, -3, 21
- CC(OC(=O)c1ccc(Cl)cc1O)C(=O)NCCC1=CCCCC1 (configuration not stated)
 : -16, 2, -4, -3, -9, 0.6, -34, 3, 2
- Cc1nc2cc(-c3ccccc3)sc2c(=O)n1N
 : 5, 1, -2, -1, -3, -0.1, -15, -11, -8
- O=C(Nc1cccnc1)c1ccc2nc(-c3ccccc3)c(-c3ccccc3)nc2c1
 : 44, 10, -3, 19, 12, 17*, -7, -5, -2
- Cc1cccc(OCCCCCn2ccnc2)c1
 : 4, 2, 17*, 11, 0, 1.2, 0, -5, 8

Structures above printed as active in CHRM1 agonist:
Structure,TAAR1 antag,CHRM1 agonist,CHRM1 antagonist,OXTR potentiator
Cc1cccc(OCCCCCn2ccnc2)c1,4,17*,11,-5

Remaining list, next part
Under each structure: TAAR1 antag, TAAR1 ag, CHRM1 agonist, CHRM1 antagonist, CHO-K1 Ca antag, M1 ag parental, CHO parental Ca, OXTR potentiator, CHO-K1 Ca PAM
- COc1ccc(C2C(C(C)=O)=C(O)C(=O)N2CCc2c[nH]c3ccccc23)cc1OC (configuration not stated)
 : 6, 6, -2, -28, -6, -0.1, -6, -11, 15
- O=C(Nc1ccc(OC(F)(F)F)cc1)c1cnccn1
 : -6, 1, -2, -11, -1, 1.7, -7, -12, 7
- COC(=O)c1ccc(OCC2c3cc(OC)c(OC)cc3CCN2C(=O)c2ccco2)cc1 (configuration not stated)
 : 61*, 15, -3, 23, -8, 7.0, -8, 2, 9
- Cc1ccn2cc(-c3cnoc3C)nc2c1
 : 18, 6, -4, -20, -3, -0.5, 11, -7, -1
- CCOc1ccc(N(C(C)C(=O)N2CCCC2)S(C)(=O)=O)cc1 (configuration not stated)
 : -5, 0, -3, -24, -6, 0.6, -9, -2, -2
- COc1ccc(CNC(=O)[C@H](C)NC(=O)C2CCN(C(=O)[C@@H](N)Cc3ccccc3)CC2)cc1
 : -13, 4, -2, -8, 1, 0.1, -8, 1, 2
- C=CCn1c(O)c(N=NC(=O)OC(C)(C)C)c2ccccc21
 : 3, -3, -3, -4, -2, -0.4, -8, -2, 2
- COCc1[nH]nc2c1C(c1ccsc1)C(C#N)=C(N)O2 (configuration not stated)
 : -7, 6, -1, -8, -13, 0.1, 1, -16, 6
- CCC(C)NC(=O)COCc1cc(-c2ccc3c(c2)OCO3)on1 (configuration not stated)
 : 4, -1, -2, -17, -10, 2.0, -8, -11, 19
- CN(C(=O)Cn1nnc2ccccc2c1=O)C1CCCCC1
 : 0, 5, -1, -14, -6, 0.5, -10, -1, 13
- CCOc1ccccc1Nc1nc(-c2sc(NC(=O)c3cccc(Cl)c3)nc2C)cs1
 : -7, 1, -6, 7, 3, -0.2, -19, -3, -22
- O=C(CNC(=O)c1cccc(Cl)c1)NCCCSc1ccccc1
 : 1, 1, -1, 11, -6, 1.6, -27, -8, 7
- COc1ccc(C(=O)CCC(=O)N2CCN(c3ccccc3)CC2)cc1
 : 10, 0, -4, -5, 4, 1.5, -21, -8, 11
- CCCCC(=O)NC(=S)Nc1cc(C(=O)O)ccc1Cl
 : -24, -1, -7, -12, -6, -0.1, -1, -4, 11
- CCc1ccc(C2C(C#N)=C(N)N(N(C)C)C3=C2C(=O)CCC3)s1 (configuration not stated)
 : 6, 1, -9, 0, -8, 0.6, -17, -5, 9
- CCN(CC)S(=O)(=O)c1ccc2c(c1)c(=O)c(C(=O)NCCOC)cn2C
 : -4, 11, -2, -3, -1, 0.4, -4, -1, 9
- Cc1csc(NC(=O)COc2ccc3c(C)cc(=O)oc3c2)n1
 : -15, 11, -5, 6, -7, 1.1, -9, -8, 13
- CCN(Cc1nc2ccccc2c(=O)[nH]1)Cc1cc(=O)oc2cc(C)c(C)cc12
 : 41, 13, -3, 3, 0, 2.8, -23, 5, 19
